From PubChem BioAssay
D3 antag = qHTS of D3 Dopamine Receptor Antagonist: qHTS. D(3) dopamine receptor (Homo sapiens), P35462. 360,000 tested, 2.5% active. max response, negative = inhibition, %. D3R cells, DiscoveRx beta-arrestin luminescence, antagonist mode; stronger effect = lower value; in the data active means max response below about -50%; inconclusive means no clear call, values can overlap the other calls; further: on the % scale 0 is the no-effect control and ±100 the full control effect; mostly tested at two doses, the higher about 12 µM
Target sequence (P35462 whole entry, looked up): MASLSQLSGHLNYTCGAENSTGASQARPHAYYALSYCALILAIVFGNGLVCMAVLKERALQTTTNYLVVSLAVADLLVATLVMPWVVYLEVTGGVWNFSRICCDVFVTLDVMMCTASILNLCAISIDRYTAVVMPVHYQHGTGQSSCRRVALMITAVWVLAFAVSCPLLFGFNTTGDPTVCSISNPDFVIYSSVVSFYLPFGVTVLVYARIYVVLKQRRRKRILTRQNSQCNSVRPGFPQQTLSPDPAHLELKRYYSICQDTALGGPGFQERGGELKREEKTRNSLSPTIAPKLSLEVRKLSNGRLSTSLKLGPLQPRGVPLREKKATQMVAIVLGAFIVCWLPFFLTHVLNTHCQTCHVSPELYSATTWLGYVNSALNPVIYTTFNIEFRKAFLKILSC
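Cells expressing the human receptor were seeded at 1500 cells/well, incubated overnight at 37 degrees C in 5% CO2, then exposed to library compounds with dopamine controls for 90 minutes at 37 degrees C before luminescent detection.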
HT1080NT lethal = qHTS for induction of synthetic lethality in tumor cells producing 2HG: qHTS for the HT-1080-NT fibrosarcoma cell line | HT-1080-NT fibrosarcoma viability, CellTiter-Glo ATP luminescence, 48 h | 360,000 tested, 1.6% active | Potency, µM (doses to about 46.1 µM), for inactives: top-dose activity, negative = less viability, usual class: cytotoxic | AID 686970, 2013;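 further: NT is the 2HG producing partner of a matched IDH1 knockdown line; potency means the concentration at half of the fitted maximal effect; 0% = DMSO-treated cells and -100% = media-only wells without cells; nearly all actives have a fitted effect of over 55% in size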
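Luminescent CellTiter-Glo readout after 48 hours of compound exposure at 37 degrees C defined viability of HT-1080-NT cells. Activity was normalized to DMSO wells and cell-free media wells; concentration-response curves were fitted and assigned curve classes.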
SW480 rereplic = A quantitative high throughput screen for small molecules that induce DNA re-replication in SW480 colon adenocarcinoma cells. Potency, µM (series often up to 46.1 µM), inactives show at the highest dose re-replication activation, actives largely listed as activators. 340,000 tested, 1.8% active. SW480 DNA re-replication, Hoechst DNA content imaging, 48 h. AID 624297, 2012; further: potency means the concentration at half of the fitted maximal effect; % of control where 0% means no effect; nearly all actives have a fitted effect of over 55% in size
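Treated cells incubate 48 hr (37 C, 5% CO2), are stained 40 min with Hoechst, and nuclear fluorescence is enumerated; a rise in nuclei with high DNA signal marks re-replication.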
DRD3 agonist = qHTS of D3 Dopamine Receptor Agonist: qHTS; 410,000 tested, 0.58% active; D3R DiscoveRx beta-arrestin cells, luminescence, 90 min; max activation, %; D(3) dopamine receptor (Homo sapiens), P35462; in the data active means max activation above about 30%; further: 0% is about no effect; mostly tested at two doses, the higher about 12 µM
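Agonist mode: compounds and dopamine controls were applied to plated cells for 90 min at 37 degrees C after an overnight attachment at 1500 cells/well. Luminescent read-out followed 30 - 60 minutes at room temperature with DiscoveRx detection reagent.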
HT1080 IDH1KD tx = qHTS for induction of synthetic lethality in tumor cells producing 2HG: qHTS for the HT-1080-IDH1KD cell line; HT-1080 IDH1 knockdown viability, ATP luminescence, 48 h; Potency, µM (highest dose often 46.1 µM), inactives show top-dose activity, negative = toxicity, most hits filed as cytotoxic; 360,000 tested, 2% active; AID 686971, 2013;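 further: potency means the concentration at half of the fitted maximal effect; 0% = DMSO wells and -100% = cell-free medium wells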
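Knockdown cells (IDH1KD HT-1080) received compounds 2 h after plating at 750 cells/well and were kept 48 h at 37 °C in 5% FBS RPMI. A CellTiter-Glo luminescence read gave % activity for curve fitting.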
KB-V1 MDR tox = qHTS assay for MDR1-selective chemotherapeutics: Primary screen using the drug-selected MDR subline cells KB-V1; KB-V1 MDR cells viability, CellTiter-Glo, 72 h; Potency, µM (titrated, usually from 46.1 µM), inactives show at the top dose activity change, negative = cytotoxicity, usual class: cytotoxic; 400,000 tested, 3.4% active; further: potency means the concentration at half of the fitted maximal effect; on the % scale 0 is the no-effect control and ±100 the full control effect; nearly all actives have a fitted effect of over 60% in size
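KB-V1, DMEM (no phenol red) + 10% FBS; cpd pin-transferred, titration series; 72 h, 37 degrees C; CellTiter-Glo, luminescence. Data normalized, curve-fit.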
IL-1B inflam inh = qHTS for Inhibitors of Inflammasome Signaling: IL-1-beta AlphaLISA Primary Screen; THP-1 LPS/ATP IL-1B secretion, AlphaLISA, 16 h; stronger effect = lower value; activity change, % at 57.5 µM; 360,000 tested, 4.7% active; AID 743279, 2014; in the data active means activity change below about -50%; inconclusive means mostly about -30% to -49%; further: on the % scale 0 is the no-effect control and ±100 the full control effect
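Secreted IL-1B measured by AlphaLISA bead assay after 16 h compound exposure of THP-1 cells; compounds (final up to 57.5 uM) added 1 h before LPS (250 ng/mL) and ATP (1.25 mM) stimulation; lower signal means less secretion.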
KB-3-1 tox = qHTS assay for MDR1-selective chemotherapeutics: Primary screen using the parental adenocarcinoma cell KB-3-1 | KB-3-1 viability, CellTiter-Glo ATP luminescence, 72 h | Potency, µM (series often up to 46.1 µM), without a hit: at the top dose activity change, negative = cytotoxic, hits mostly cytotoxic | 400,000 tested, 1.4% active; further: potency means the concentration at half of the fitted maximal effect; on the % scale 0 is the no-effect control and ±100 the full control effect; nearly all actives have a fitted effect of over 60% in size
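Multi-concentration cytotoxicity screen in KB-3-1 cells grown in DMEM lacking phenol red with 10% FBS. After 72 h at 37 °C with compound, ATP-dependent luminescence was recorded.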
GLP-1R agonist = qHTS of GLP-1 Receptor Agonists. AID 624172, 2012. Potency, µM (doses to about 45.6 µM), without a hit: at the top dose activation, most hits filed as activators. HEK293 GLP-1R CRE-luciferase, luminescence, 4-6 h; cells express a hypersensitive GLP-1R form. 380,000 tested, 0.007% active. Glucagon-like peptide 1 receptor (Homo sapiens), P43220; further: potency means the concentration at half of the fitted maximal effect; % of control where 0% means no effect
Target sequence (P43220 whole entry, looked up): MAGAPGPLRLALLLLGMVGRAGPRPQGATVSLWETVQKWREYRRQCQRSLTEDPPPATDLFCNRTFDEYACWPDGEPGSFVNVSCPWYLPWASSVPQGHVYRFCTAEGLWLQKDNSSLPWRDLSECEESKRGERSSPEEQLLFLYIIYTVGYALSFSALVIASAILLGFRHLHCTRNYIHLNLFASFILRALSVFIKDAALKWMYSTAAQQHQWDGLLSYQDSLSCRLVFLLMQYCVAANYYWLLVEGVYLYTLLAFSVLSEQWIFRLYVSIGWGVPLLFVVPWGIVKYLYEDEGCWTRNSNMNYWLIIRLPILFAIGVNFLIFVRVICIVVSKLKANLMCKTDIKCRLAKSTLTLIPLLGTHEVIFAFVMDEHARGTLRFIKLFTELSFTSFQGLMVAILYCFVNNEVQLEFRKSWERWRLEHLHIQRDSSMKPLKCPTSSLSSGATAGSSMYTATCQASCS
The depositor's hits bear a star; ? = inconclusive; · = not tested or not shown; ! = not confirmed by another sample; [ ] = remark or other dose. Unless noted, the call rests on the fitted dose curve; in most records, active means well fitted curve in the direction sought with a large enough effect; inconclusive means small, poorly fitted or top-dose-only effect, or another doubt; inactive means no such curve, though single readings can be large; an effect the other way counts as inactive or inconclusive.

SMILES	D3 antag	HT1080NT lethal	SW480 rereplic	DRD3 agonist	HT1080 IDH1KD tx	KB-V1 MDR tox	IL-1B inflam inh	KB-3-1 tox	GLP-1R agonist
O=C(NCc1cccnc1)C(=O)NCC1CCCO1 (centres undefined)	3	22%	1%	3	13%	-3%	1	6%	-2%
CC1CCC(NC(=O)CN(C)S(=O)(=O)c2ccc3c(c2)CCC(=O)N3)CC1 (centres undefined)	6	13%	-21%	3	2%	15%	-2	2%	1%
N#CC(=C(c1ccccc1)c1ccccc1)c1ccccc1	-26	-6%	-1%	-4	1%	?	10	?	1%
CC(NC(=O)c1ccco1)c1ccc2c(c1)OCO2 (centres undefined)	1	7%	-12%	2	13%	?	5	19%	3%
C[C@@H]1C2CC(C/C2=N\NC(=O)c2ccncc2)C1(C)C (some centres undefined)	-15	-3%	2%	4	-4%	-13%	1	-1%	-6%
O=C(Cn1c(C(=O)N2CCc3ccccc3C2)cc2sccc21)c1ccccc1	-6	?	2%	-14	-21%	?	?	-25%	2%
O=C(Cn1c(=O)n(-c2ccccc2)c(=O)c2ccc(C(=O)NCc3ccc4c(c3)OCO4)cc21)Nc1ccc(Br)cc1F	·	·	·	-10	·	-16%	·	3%	-6%
COc1ccccc1OC(=O)Nc1ccc(Cl)cc1	-3	-1%	-14%	-4	-6%	-8%	-11	-5%	-2%
O=C(Nc1nc(-c2cccc(Br)c2)cs1)Oc1ccccc1	-7	0%	-1%	4	13%	5%	-6	0%	9%
COc1ccccc1N1CCN(CCN2C(=O)CC(=C3c4ccccc4-c4ccccc43)C2=O)CC1	-76*	3%	-10%	-7	2%	10%	29	-8%	6%
Cc1ccc(C(=O)COC(=O)c2ccc(Br)o2)cc1C	-4	16%	-3%	0	5%	9%	-28	30%	-1%
COc1cc2nc3occc3c(OC)c2cc1OC	-2	8%	-11%	0	16%	-1%	-17	-5%	3%
COc1ccc(N=Nc2ccc3ccccc3c2)c(O)c1	-1	0%	-4%	-10	1%	18%	-10	-1%	3%
COc1ccc(NC(=O)N2CCNC(=O)C2CC(=O)Nc2ccc(F)cc2)cc1 (centres undefined)	-7	0%	-5%	-12	7%	·	-12	·	-10%
Oc1ccccc1C1Nc2cccc3cccc(c23)N1	-7	0%	-2%	2	2%	0%	10	1%	-34%
CC(=O)Nc1ccc(CNc2nc3cc(-c4ccccc4C)sc3c(=O)n2C)cc1	2	?	·	1	?	?	-1	?	3%
CCn1c(SCC(=O)N/N=C(\C)c2ccncc2)nnc1-c1ccc(C)cc1	-26	10%	2%	6	9%	-6%	1	0%	14%
CC(=O)c1ccc(OCc2cc(C(=O)NC3CCCCC3)no2)cc1	-4	-5%	?	-3	19%	4%	-15	-11%	3%
CC1CCCC(C)N1C(=O)CN1C(=O)C(C)(C)Oc2ccc(C(=O)NC3CCCCC3)cc21 (centres undefined)	18	3%	-5%	-1	12%	11%	26	10%	-8%
CCC(=O)N(CCCN(C)C)c1nc(-c2cc(OC)ccc2OC)cs1	?	-15%	2%	-7	-13%	?	?	2%	6%

A second format for some results above.
The line under a structure holds: D3 antag | HT1080NT lethal | SW480 rereplic | DRD3 agonist | HT1080 IDH1KD tx | KB-V1 MDR tox | IL-1B inflam inh | KB-3-1 tox | GLP-1R agonist
> COc1ccccc1N1CCN(CCN2C(=O)CC(=C3c4ccccc4-c4ccccc43)C2=O)CC1
    -76* | 3% | -10% | -7 | 2% | 10% | 29 | -8% | 6%
> Cc1ccc(C(=O)COC(=O)c2ccc(Br)o2)cc1C
    -4 | 16% | -3% | 0 | 5% | 9% | -28 | 30% | -1%
> COc1cc2nc3occc3c(OC)c2cc1OC
    -2 | 8% | -11% | 0 | 16% | -1% | -17 | -5% | 3%
> COc1ccc(N=Nc2ccc3ccccc3c2)c(O)c1
    -1 | 0% | -4% | -10 | 1% | 18% | -10 | -1% | 3%
> COc1ccc(NC(=O)N2CCNC(=O)C2CC(=O)Nc2ccc(F)cc2)cc1 (centres undefined)
    -7 | 0% | -5% | -12 | 7% | · | -12 | · | -10%

Structural class: the entries above containing a thiophene ring, fused or not.
SMILES	D3 antag	HT1080NT lethal	SW480 rereplic	DRD3 agonist	HT1080 IDH1KD tx	KB-V1 MDR tox	IL-1B inflam inh	KB-3-1 tox	GLP-1R agonist
O=C(Cn1c(C(=O)N2CCc3ccccc3C2)cc2sccc21)c1ccccc1	-6	?	2%	-14	-21%	?	?	-25%	2%
CC(=O)Nc1ccc(CNc2nc3cc(-c4ccccc4C)sc3c(=O)n2C)cc1	2	?	·	1	?	?	-1	?	3%

Going on with the list:
SMILES	D3 antag	HT1080NT lethal	SW480 rereplic	DRD3 agonist	HT1080 IDH1KD tx	KB-V1 MDR tox	IL-1B inflam inh	KB-3-1 tox	GLP-1R agonist
O=C(Nc1ccc(S(=O)(=O)Nc2nccs2)cc1)C1CC(=O)N(c2ccc(Cl)cc2)C1 (centres undefined)	-5	7%	-5%	-3	27%	-4%	-7	-1%	0%
O=C(O)C(Cc1c[nH]c2ccccc12)N1C(=O)C2C3c4ccccc4C(c4ccccc43)C2C1=O (centres undefined)	-4	-9%	3%	6	-2%	-1%	-2	0%	-2%
O=C(c1ccccc1[N+](=O)[O-])N1CCC(Cc2ccccc2)CC1	-14	-2%	0%	-5	-29%	-26%	-30	1%	11%
CC(C)CC(C(=O)OCC(=O)c1c(N)n(C)c(=O)n(C)c1=O)N1C(=O)c2ccccc2C1=O (centres undefined)	14	-4%	3%	3	-5%	0%	-8	1%	2%
CC12CCC(=O)N1C(C(=O)Nc1ccc(Cl)c(Cl)c1)CS2 (centres undefined)	0	-15%	-357%[inhibitor]	-2	-20%	-3%	-50*	5%	15%
NC(=O)c1cccnc1OCC(F)(F)F	-23	22%	?	14	0%	0%	-14	-10%	-5%
COc1cccc(NC(=O)c2cc(S(=O)(=O)N3CCc4ccccc43)cn2C)c1	19	-16%	-6%	2	-3%	?	27	1%	0%
O=C(Cc1cccs1)N1CCN=C1SCc1ccccc1Cl	5	-16%	1%	5	0%	-8%	-8	2%	7%
CC(=O)NCCn1c(SCc2ccc(C)cc2)nc2ccccc2c1=O	6	-7%	8%	-1	-12%	?	-19	1%	1%
O=C(NN1CCN(Cc2ccccc2)CC1)c1ccc(Cl)cc1	?	0%	-2%	-11	7%	?	-20	-4%	3%
COc1ccc(OC)c(NC(=O)Cn2nc3c(cc2=O)CCCC3)c1	·	·	·	-2	·	-1%	·	-19%	0%
CCN(C(=O)COC(=O)/C=C/c1cccc(Cl)c1)c1c(N)n(Cc2ccccc2)c(=O)[nH]c1=O	-5	3%	-16%	-4	2%	-6%	8	-5%	-3%
Cc1cc(N2CC(C(=O)O)CC2=O)ccc1Br (centres undefined)	5	6%	1%	-8	-1%	27%	16	-1%	16%
COc1cc(C2C3=C(COC3=O)Oc3cc4c(cc32)OCO4)cc(OC)c1OC (centres undefined)	-4	0.1µM*	0.13µM*	-8	?	0.1µM*!	29	0.58µM*	6%
COc1ccccc1NCCC(=O)O	2	16%	2%	3	14%	-1%	-2	13%	-2%
CN(C)S(=O)(=O)c1cccc(NC(=O)COC(=O)c2c[nH]c(=O)[nH]c2=O)c1	-11	-1%	-9%	-3	2%	-3%	-1	4%	-2%
O=C(COc1ccccc1)NC(=S)N1CCc2ccccc21	-16	-1%	?	-2	3%	1%	15	-14%	13%
COc1ccccc1N1C(=O)C2C3C=CC(CC3)C2C1=O (centres undefined)	-11	-6%	-4%	-9	3%	32%	25	10%	-4%
COc1ccccc1NC(=O)C1=C(C)NC(SCC(=O)c2ccccc2)=C(C#N)C1c1ccco1 (centres undefined)	14	?	?	-2	?	-6%	-15	1%	-32%[inhibitor]
COc1ccc(C(=O)CN2C(=O)NC3(CCc4ccccc43)C2=O)c(OC)c1 (centres undefined)	-18	3%	-17%	-2	-3%	3%	-22	-3%	6%

Structural class: those above containing an aryl thioether with sulfur outside any ring
SMILES	D3 antag	HT1080NT lethal	SW480 rereplic	DRD3 agonist	HT1080 IDH1KD tx	KB-V1 MDR tox	IL-1B inflam inh	KB-3-1 tox	GLP-1R agonist
CCn1c(SCC(=O)N/N=C(\C)c2ccncc2)nnc1-c1ccc(C)cc1	-26	10%	2%	6	9%	-6%	1	0%	14%
CC(=O)NCCn1c(SCc2ccc(C)cc2)nc2ccccc2c1=O	6	-7%	8%	-1	-12%	?	-19	1%	1%

Additional compounds follow.
SMILES	D3 antag	HT1080NT lethal	SW480 rereplic	DRD3 agonist	HT1080 IDH1KD tx	KB-V1 MDR tox	IL-1B inflam inh	KB-3-1 tox	GLP-1R agonist
Cc1cccc(N2CCN(C(=O)[C@H](C)N3C(=O)C4CC=CCC4C3=O)CC2)c1C (some centres undefined)	-4	1%	-4%	0	-9%	-28%	-15	3%	10%
FC(F)(F)c1nc(-c2cccnc2)ncc1-c1nnnn1-c1ccccc1	6	-3%	10%	1	-14%	0%	-11	-13%	-6%
COC(=O)c1ccc(OCC2c3cc(OC)c(OC)cc3CCN2C(=O)Cc2ccc(OC)c(OC)c2)cc1 (centres undefined)	·	·	·	4	·	?	·	-4%	?
CCOC(=O)Cc1csc(SCC(=O)Nc2nccs2)n1	14	6%	-1%	4	-4%	1%	13	0%	3%
Clc1ccc(-c2nnc(-c3ccco3)nc2N2CCCCC2)cc1	7	8%	-2%	-2	12%	18µM*	-24	9%	2%
